# Screens deposited in PubChem by several laboratories.
# GC-B act: GC-B (human) receptor activation. AID 1920062. activation, % at 10 µM. HEK293-GC-B cells, CNP EC30, cGMP TR-FRET; 0% at EC30 CNP, 100% saturating CNP. 0.11% of 370,000 active. P20594;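 active = activation at 10 µM reaching about 35% in either raw or pattern-adjusted values, limit read from the data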
# UHRF1 MBD2 ctr: human UHRF1 methylated DNA binding inhibitors. UHRF1 binding to methylated oligo, TR-FRET. Q96T88. 0.75% of 370,000 active. inhibition, % at 4.4 µM. AID 687016; in the data active = inhibition above about 21%;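 also: UHRF1 SRA domain binding a hemimethylated CpG hairpin DNA probe; 0% = median of test compound wells and 100% = reference inhibitor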
# HTRA1 inhibitor: HTRA1 (human) protease inhibition | inhibition, % at 5.96 µM | Q92743 | recombinant HTRA1, FP-rhodamine activity-based probe, fluorescence polarization | 0.5% of 340,000 active; in the data active = inhibition above about 36%;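 also: 0% = enzyme with DMSO and 100% = wells lacking enzyme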
# PRMT1 inh: inhibitors of human PRMT1; Q99873; recombinant PRMT1, activity-based probe fluorescence polarization; inhibition, % at 2.79 µM; 1.3% of 370,000 active; AID 652257;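 active = inhibition above about 21% made by adding two undisclosed values, limit read from the data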
# SIAE primary: human SIAE inhibition, primary screen | Q9HAT2 | SIAE FP-Rh probe binding, fluorescence polarization | inhibition, % at 9.66 µM | 0.69% of 370,000 active;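 active = inhibition above a cutoff: mean of compounds within the control limits plus 3 SD of those, cut at about 17% in these data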;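 also: 0% = plate median of compound wells and 100% = probe without SIAE protein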
# Target sequence (Q9HAT2 whole entry, looked up): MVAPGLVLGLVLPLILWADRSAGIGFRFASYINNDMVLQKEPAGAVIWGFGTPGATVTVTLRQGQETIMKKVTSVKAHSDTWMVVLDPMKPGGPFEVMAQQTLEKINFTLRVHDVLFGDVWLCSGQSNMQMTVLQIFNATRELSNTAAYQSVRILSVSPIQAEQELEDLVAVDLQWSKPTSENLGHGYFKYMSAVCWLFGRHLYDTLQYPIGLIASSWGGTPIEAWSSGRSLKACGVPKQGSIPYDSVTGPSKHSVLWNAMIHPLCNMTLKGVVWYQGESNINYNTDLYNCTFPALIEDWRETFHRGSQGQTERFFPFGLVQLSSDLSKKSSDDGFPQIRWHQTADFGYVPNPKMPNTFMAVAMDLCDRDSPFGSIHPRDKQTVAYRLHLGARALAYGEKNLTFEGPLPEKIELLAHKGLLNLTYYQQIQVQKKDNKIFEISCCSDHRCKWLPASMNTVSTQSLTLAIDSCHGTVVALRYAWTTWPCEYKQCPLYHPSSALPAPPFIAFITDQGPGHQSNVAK
# rCAG binder: molecules binding r(CAG) RNA repeats. 1.3% of 370,000 active. r(CAG) RNA repeat, TO-PRO-1 dye displacement fluorescence. AID 651821. inhibition, % at 3 µM;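 active = inhibition above the plate cutoff, the mean of all test compounds on that plate plus 3 SD, cut at about 35% in these data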;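 also: 0% = DMSO alone and 100% = 100 µM mitoxantrone as full dye displacement; higher means more dye released from RNA so lower well fluorescence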
# GC-A act: GC-A (human) enzyme activation; P16066; HEK293 GC-A cells, cGMP TR-FRET, EC30 ANP; 0% at EC30 ANP, 100% saturating ANP; activation, % at 10 µM; 0.14% of 370,000 active; in the data active = activation above about 40%
# TCR-CD3 inh: blocks the human TCR-CD3 interaction; inhibition, % at 9.4 µM; AID 651800; TAMRA-labeled TCR probe fluorescence, biochemical; 0.37% of 360,000 active; in the data active = inhibition above about 19%;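 also: recombinant mutant TCR 2C K166C tagged with TAMRA read by polarization; 0% = receptor in buffer alone and 100% = receptor with positive control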
# MBD2 inh: MBD2-methylated oligo binding inhibition | Q9UBB5 | TR-FRET, MBD2 binding to methylated oligonucleotide | inhibition, % at 4.4 µM | 0.31% of 370,000 active | AID 686964; in the data active = inhibition above about 13%
# Target sequence (Q9UBB5 whole entry, looked up): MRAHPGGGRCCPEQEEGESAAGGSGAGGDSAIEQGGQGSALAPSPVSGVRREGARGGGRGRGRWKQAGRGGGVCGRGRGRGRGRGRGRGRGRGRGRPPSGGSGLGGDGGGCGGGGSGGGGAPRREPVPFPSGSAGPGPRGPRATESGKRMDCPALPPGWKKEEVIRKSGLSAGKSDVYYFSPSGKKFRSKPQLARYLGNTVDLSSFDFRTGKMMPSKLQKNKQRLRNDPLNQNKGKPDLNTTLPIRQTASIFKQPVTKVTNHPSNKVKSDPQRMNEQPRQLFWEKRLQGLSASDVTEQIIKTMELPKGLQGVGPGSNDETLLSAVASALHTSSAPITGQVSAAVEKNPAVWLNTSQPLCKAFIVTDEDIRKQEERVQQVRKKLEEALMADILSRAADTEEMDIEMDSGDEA
# mABHD4 FP: inhibitors of mouse ABHD4. Q8VD66. purified mABHD4, FP-Rh probe fluorescence polarization. inhibition, % at 8.92 µM. 0.54% of 370,000 active;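 active = inhibition exceeding the mean over every tested compound plus 3 SD, cut at about 30% in these data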;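 also: 0% = plate median of compound wells and 100% = S159A mutant with DMSO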
#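 Assay system: wild-type mouse ABHD4 protein; compound: single nominal dose of 8.92 µM, 0.89% DMSO final; schedule: 45 min + 60 min at 25 °C; measured by: FP readout, ex 525 nm / em 598 nm; evaluation: % inhibition of FP-Rh probe binding versus controls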
# Numbers without * were called inactive; · = not tested or not shown. Some of the compounds tested (hit frequency here may not be typical).
SMILES,GC-B act,UHRF1 MBD2 ctr,HTRA1 inhibitor,PRMT1 inh,SIAE primary,rCAG binder,GC-A act,TCR-CD3 inh,MBD2 inh,mABHD4 FP
Cc1ccc(S(=O)(=O)c2cc(C#N)c(=O)[nH]c2N)cc1,6,-3,-4,-2,-2,6,0,5,1,-2
COc1ccc(C2NN=C(c3ccc(C)cc3)S2)cc1 (stereo not given),9,-2,-6,0,2,3,12,3,0,4
COC(=O)c1ccc(CO/N=C(\NC(C)=O)c2nonc2NC(C)=O)cc1,2,-2,5,-1,5,0,0,-4,2,0
CSCCC1NC(=O)C(C(C)=NNC(N)=O)=C1O (stereo not given),3,-2,0,-1,11,2,-1,0,2,5
O=C(NCCC(=O)N1CCNC1=O)OCc1ccccc1,2,0,1,4,1,1,5,6,1,1
COc1ccc(S(N)(=O)=O)cc1C(=O)OCC(=O)Nc1ncc(Cl)c(C)c1Cl,-1,-1,3,7,3,11,-1,6,-4,11
CC(C)(C)c1ccc(CC(=O)N2CCC2(C)C(=O)NCc2cccc3ccccc23)cc1 (stereo not given),-5,14,·,-2,-9,1,-8,9,4,-16
CCCCNC(=O)N(CC)c1c(N)n(Cc2ccccc2)c(=O)[nH]c1=O,4,6,0,-1,-4,0,-5,-10,7,-2
Cc1ccc(C)c(N2CCN(C(=O)Cc3ccc(-n4c(=O)[nH]c5ccsc5c4=O)cc3)CC2)c1,-5,-3,-14,0,1,1,-5,5,-2,-7
C=C(C)CN=C1SC(C(=O)Nc2sc3c(c2C(=O)OC)CCC3)C(N)=C1C(N)=O (stereo not given),-1,-3,3,-1,10,19,0,1,1,-16

# In the list so far, five have four or more nitrogen atoms:
SMILES,GC-B act,UHRF1 MBD2 ctr,HTRA1 inhibitor,PRMT1 inh,SIAE primary,rCAG binder,GC-A act,TCR-CD3 inh,MBD2 inh,mABHD4 FP
COC(=O)c1ccc(CO/N=C(\NC(C)=O)c2nonc2NC(C)=O)cc1,2,-2,5,-1,5,0,0,-4,2,0
CSCCC1NC(=O)C(C(C)=NNC(N)=O)=C1O (stereo not given),3,-2,0,-1,11,2,-1,0,2,5
CCCCNC(=O)N(CC)c1c(N)n(Cc2ccccc2)c(=O)[nH]c1=O,4,6,0,-1,-4,0,-5,-10,7,-2
Cc1ccc(C)c(N2CCN(C(=O)Cc3ccc(-n4c(=O)[nH]c5ccsc5c4=O)cc3)CC2)c1,-5,-3,-14,0,1,1,-5,5,-2,-7
C=C(C)CN=C1SC(C(=O)Nc2sc3c(c2C(=O)OC)CCC3)C(N)=C1C(N)=O (stereo not given),-1,-3,3,-1,10,19,0,1,1,-16

# (listing goes on)
SMILES,GC-B act,UHRF1 MBD2 ctr,HTRA1 inhibitor,PRMT1 inh,SIAE primary,rCAG binder,GC-A act,TCR-CD3 inh,MBD2 inh,mABHD4 FP
COc1ccc(CN2CCN(CCCc3ccccc3)C(CCO)C2)c(O)c1 (stereo not given),-6,0,3,2,10,-7,-3,-7,1,-3
CSc1nc(Cc2ccccc2)cc(=O)[nH]1,-5,1,4,2,-5,-3,-1,0,5,2
COc1cccc(-n2c(-c3ccc4[nH]c(C)c(C)c4c3)n[nH]c2=S)c1,-9,1,-1,26*,8,14,-15,-8,0,-3
COC(=O)CCC(=O)NNC(=O)CCCOc1ccc(Cl)cc1Cl,4,-2,0,1,-5,3,18,2,1,-4
O=C(COC(=O)c1ccc(F)cc1Cl)NC1CCCCCCC1,-5,-1,0,-2,-1,0,-4,-3,-4,-3
CCNC(=S)NCc1ccc(OC)c(OC)c1,6,0,0,2,7,-1,-3,6,-1,1
Cc1ccccc1OCc1nnc(SCC(=O)NC2CCCCC2)o1,3,-2,3,1,7,-3,0,-2,0,7
CCOC(=O)c1cnn(-c2ccccc2)c1-n1cccc1C(=O)C(=O)Nc1ccccc1C(F)(F)F,-16,-1,-25,2,-10,-3,-7,4,0,-2
CCOC(=O)N1CCN(S(=O)(=O)N2CCCC(C(=O)NCCc3ccccc3)C2)CC1 (stereo not given),-1,5,2,3,1,-4,-1,-4,3,-3
CC1CCN(CC(=O)NC2CCCCC2)CC1,1,-3,0,-4,6,-3,4,8,-5,-6
COc1cccc2sc(N(CCCN(C)C)C(=O)c3ccc(S(=O)(=O)N4CCCc5ccccc54)cc3)nc12,-12,2,0,4,-1,-2,-11,-3,5,2
COc1ccc(/C=C/C(=O)NC(=S)Nc2ccccn2)cc1,1,3,-8,4,-7,7,-2,-2,-3,4
COc1ccc(OC)c(C2=C[N+](=O)C(C)(C)C(C)(C)N2[O-])c1,0,-1,3,-4,-1,-1,-1,2,2,-3
O=C1NC(=O)c2cc(NC(=O)C3COc4ccccc4O3)ccc21 (stereo not given),-3,-1,1,2,2,2,-1,9,0,4
CC1SC(c2ccc(Cl)cc2)NC1=O (stereo not given),-3,1,0,3,11,3,-3,-3,-1,-4
COC(=O)[C@H](C)N(Cc1ccc(Cl)c(Cl)c1)S(=O)(=O)CCN1CCN(c2ccccc2)CC1,0,3,-6,-1,5,3,-3,-4,4,-3
CC(OC(=O)c1cccc(-n2cnnn2)c1)C(=O)Nc1ccc(F)c(F)c1F (stereo not given),-2,6,-3,6,1,-6,-3,-4,8,-12
CN(C)CCN(C(=O)c1ccc(S(=O)(=O)N2CCc3ccccc32)cc1)c1nc2ccc(F)cc2s1,-7,-2,-26,50*,-5,25,0,7,-9,-11
O=S(=O)(c1cccc(C(F)(F)F)c1)N1CCCC1c1cccnc1 (stereo not given),6,-4,6,-5,1,-2,-2,5,-2,2
CCN(CC)S(=O)(=O)c1cccc(NC(=O)CCSc2ccc(Cl)cc2)c1,-4,-2,-40,1,-23,2,-4,10,-4,-26
S=c1[nH]nc(CNc2cccc(Cl)c2)o1,-2,-1,1,2,5,1,1,0,1,8
CCCCn1c(=O)[nH]c2c(oc3ccccc32)c1=O,-1,1,2,0,-6,5,2,2,7,10
Cc1ccc(C2(C)NC(=O)N(CC(=O)Nc3ccc4c(c3)CCC4)C2=O)cc1 (stereo not given),-3,-1,-17,-4,-8,1,2,4,-3,-3
CCOC(=O)N1CCC(NC(=O)c2oc3c(C)c(C)ccc3c2C)CC1,-1,-1,-15,-1,-3,-8,-2,8,0,-7
C[C@H](CO)N1C[C@H](C)[C@@H](CN(C)S(=O)(=O)c2ccc3ccccc3c2)OCc2cn(nn2)CCCC1=O,4,-2,4,4,4,3,-1,0,2,4
CCOC(=O)c1c(NC(=O)C(C)S(=O)(=O)c2cn(CC)c3ccccc23)sc2c1CCCC2 (stereo not given),-3,0,-41,5,-14,9,-3,0,3,-4
O=C(Nc1cc(Cl)ccc1N1CCOCC1)c1ccc(F)c(S(=O)(=O)N2CCOCC2)c1,5,-2,5,-2,3,3,2,-5,0,0
O=C(CSc1ccc(Cl)cc1)Nc1cccc(-c2nc3ncccc3o2)c1,-12,0,-7,1,-2,2,-15,-4,2,1
Nc1ccc(C(=O)OCCCc2nc3ccccc3[nH]2)cc1,-1,0,-4,-5,1,0,-2,-7,-2,1
CCN(CC)CC(=O)c1c[nH]c2ccc(OC)cc12,4,-2,3,-2,-3,12,0,2,0,0
O=C(NNC(=O)C1CCN(Cc2ccc(F)cc2Cl)CC1)Nc1ccc([N+](=O)[O-])cc1,-4,29*,-14,-9,7,6,-1,-1,-2,1
O=C(c1cccs1)N1CCN(C(=O)c2cccs2)C1=S,-1,3,0,4,2,0,3,-5,1,2
COc1cccc(-c2cnc3c(c2)C(=O)N([C@H](C)CO)C[C@@H](C)[C@H](CN(C)C(=O)Nc2ccccc2F)O3)c1,2,-1,3,2,-4,3,0,-1,4,-5
CC(=O)c1ccc(NC(=O)c2ccc(C)c(Br)c2)cc1,1,-3,-23,0,-10,6,2,-5,5,-13
O=C(c1ccc([N+](=O)[O-])c(CS(=O)(=O)c2ccc(Cl)cc2)c1)N1CCCC1,-6,4,-4,3,2,-2,-3,-6,2,-5
COc1ccc(NC(=O)c2cccnn2)cc1,-8,2,7,-1,-1,2,1,3,-2,1
CCn1nc(C)c(/C=N/NC(=O)Cn2nccc2C)c1C,4,-2,3,-2,3,-2,0,3,-1,11
Cc1cc(NC(=O)CSCc2nc(-c3cccc(F)c3)oc2C)no1,1,-1,3,-1,-7,2,-2,5,-9,-2
CC(=O)c1c(C)[nH]c(C(=O)OCC(=O)NC(C)c2ccccc2)c1C (stereo not given),-3,0,-2,-8,0,1,-1,3,-2,1
Cc1ccc2c(c1)C1CN(C)CCC1N2C(=O)COc1ccc(N(C)C(=O)c2ccccc2)cc1 (stereo not given),4,-1,-1,-3,2,-5,9,0,2,-5
CN(c1nnc(N)s1)C1CCCCC1,4,0,-2,4,8,0,-1,-6,2,3
NS(=O)(=O)c1ccc(CCNC(=O)CCCn2c(SCC(=O)N3CCCC3)nc3ccsc3c2=O)cc1,3,1,8,-2,7,-3,-2,-3,1,2
Cc1cc(OC(=O)c2ccccc2C(F)(F)F)c([N+](=O)[O-])c(=O)[nH]1,4,0,-5,3,-3,3,1,1,6,13
Cc1ccc(C)c(-n2ccnc2SCC(N)=O)c1,-2,-1,2,-1,-5,-1,0,2,-6,1
COc1ccc(Cl)cc1NC(=O)C(=O)NC1CCCCCC1,-7,-3,0,-3,-2,-1,0,-3,-2,1
c1ccc(CSc2ccc(-c3cccnc3)nn2)cc1,-2,-2,5,-4,-2,2,2,0,-3,0
CC1CCCCC1NC(=O)C1CCCN1S(=O)(=O)c1cccc2nsnc12 (stereo not given),3,-3,-1,-4,17,0,1,10,3,4
COc1cc(/C=N/n2c(-c3cc(C)[nH]n3)n[nH]c2=S)ccc1O,1,5,4,-2,3,-4,-4,9,4,-1
CN(C)/N=C/C=C1\CCC/C(=C/c2cccs2)C1=O,-2,-1,-1,3,3,0,5,5,0,-4
CCOC(=O)N1CCN(S(=O)(=O)N2CCCC(C(=O)NCc3ccc(F)cc3)C2)CC1 (stereo not given),1,16,7,4,2,-9,3,2,0,-1

# Following part.
SMILES,GC-B act,UHRF1 MBD2 ctr,HTRA1 inhibitor,PRMT1 inh,SIAE primary,rCAG binder,GC-A act,TCR-CD3 inh,MBD2 inh,mABHD4 FP
c1ccc2c(c1)nc(NCc1ccc3c(c1)OCO3)n2CCN1CCOCC1,-1,1,2,-1,5,-3,-3,0,-1,0
COC(=O)c1[nH]c(C)c(/C(O)=C2\C(=O)C(=O)N(CCN3CCOCC3)C2c2ccco2)c1C (stereo not given),3,-4,-2,-5,4,0,5,0,-4,7
CN(C(=O)COC(=O)C1COc2ccccc2O1)C1(C#N)CCCCC1 (stereo not given),-1,0,2,3,5,0,0,-1,-8,-1
COc1ccccc1C(=O)Nc1ccnn1C1CCN(C(=O)c2cnsn2)CC1,-1,4,9,2,3,-2,0,-1,0,3
CC(OC(=O)CCN1C(=O)C2CC=CCC2C1=O)C(=O)Nc1ccc(F)cc1 (stereo not given),2,1,8,1,1,1,3,-5,1,-1
CCc1ccc(NC(=O)C(=O)NNC(=O)c2ccc(OC)cc2)cc1,0,0,-3,-6,9,3,1,5,-1,0
CC(=O)c1ccc(-n2nnnc2SCC(=O)NNC(=O)c2ccco2)cc1,-2,-4,-5,-1,-5,0,-3,4,-3,-3
Cn1c(=O)c2c(nc(CN3CCCCC3)n2CCc2ccccc2)n(C)c1=O,-2,1,-3,1,2,-5,0,7,0,0
O=[N+]([O-])c1ccc2nc(SCc3cn4cccnc4n3)[nH]c2c1,1,-4,-3,0,7,-1,-4,-1,2,1
CC(=O)c1ccc(O)c(CSC2=NCCS2)c1,0,4,5,11,-5,1,2,3,8,-12
COC(=O)c1cc(S(=O)(=O)N2CCC(c3cc(OC)ccc3OC)C2)c[nH]1 (stereo not given),-3,18,-4,2,-3,0,-4,6,3,7
